High-throughput results deposited in PubChem by several laboratories.
MEKK3 PB1 HTS: modulators (inhibitors or enhancers) of MEK5 binding to human MEKK3 PB1 domain | Q99759 | bead-based flow cytometry, Alexa488-MEK5 binding to MEKK3; actives lie on both sides; 0 = blocked by unlabeled MEK5, 100 = vehicle | binding response (% of control), % at 10 µM | 1.4% of 290,000 active;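 active means binding response more than 3 SD above or below the average of its plate-row segment, actives on both sides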;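 further: Alexa488 bead fluorescence after subtracting the streptavidin-only scavenger bead signal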
Target sequence (Q99759 whole entry, looked up, the tested form may be a part): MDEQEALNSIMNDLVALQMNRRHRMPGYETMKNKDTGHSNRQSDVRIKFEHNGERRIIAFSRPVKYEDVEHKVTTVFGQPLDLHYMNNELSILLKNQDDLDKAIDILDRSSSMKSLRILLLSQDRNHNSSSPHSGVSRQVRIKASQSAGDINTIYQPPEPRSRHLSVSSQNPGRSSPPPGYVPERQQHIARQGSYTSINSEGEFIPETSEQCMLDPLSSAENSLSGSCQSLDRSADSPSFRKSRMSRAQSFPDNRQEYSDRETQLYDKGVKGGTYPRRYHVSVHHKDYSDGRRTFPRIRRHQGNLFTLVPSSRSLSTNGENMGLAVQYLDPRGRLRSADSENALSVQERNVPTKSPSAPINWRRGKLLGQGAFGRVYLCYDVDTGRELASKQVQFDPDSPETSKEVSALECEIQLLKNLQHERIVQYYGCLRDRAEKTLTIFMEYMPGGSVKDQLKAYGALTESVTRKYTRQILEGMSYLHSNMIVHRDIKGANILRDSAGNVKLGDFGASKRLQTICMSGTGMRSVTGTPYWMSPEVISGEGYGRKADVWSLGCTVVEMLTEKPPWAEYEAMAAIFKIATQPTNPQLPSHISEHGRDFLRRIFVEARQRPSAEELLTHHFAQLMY
HCV NS3 hel inh: HCV NS3 helicase inhibition; AID 1800; NS3 helicase DNA unwinding, Cy5 molecular beacon fluorescence; inhibition, % at 10.9 µM; 0.56% of 290,000 active;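 active means inhibition above the mean of all tested compounds plus 3 SD, set per campaign, cut at about 35% in these data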;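 further: 0% = DMSO wells and 100% = thioflavine S control wells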
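Assay system: hepatitis C virus NS3 helicase domain fragment enzyme. Also added: annealed dual-labelled DNA beacon duplex, ATP-started. Timing: 1 h reaction at 25 °C, ATP-initiated. Technique: Cy5 fluorescence at 0 and 60 min, beacon hairpin quenching. Evaluation: % inhibition of unwinding. Replication: one well per compound.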
MEKK2mut PB1 HTS: signal of MEK5 binding to mutant human MEKK2 PB1 domain | bead flow cytometry, Alexa488-MEK5 binding to MEKK2 mutant | percent response, % at 10 µM | 0.35% of 290,000 active | AID 1530; in the data active means percent response above about 24%, passing the limit was not always enough; further: inactives centre near 1; some results filed as inactive read as strong as hits; reference of the scale not given here
UBC9 SUMO inh: inhibitors of human SUMOylation (UBC9); inhibition, % at 35 µM; 0.36% of 290,000 active; HTRF SUMOylation assay, SAE1/SAE2 + UBC9, in vitro; in the data active means inhibition above about 50%, passing the limit was not always enough; further: strong numbers were not always called active
Target sequence (P63279 whole entry, looked up): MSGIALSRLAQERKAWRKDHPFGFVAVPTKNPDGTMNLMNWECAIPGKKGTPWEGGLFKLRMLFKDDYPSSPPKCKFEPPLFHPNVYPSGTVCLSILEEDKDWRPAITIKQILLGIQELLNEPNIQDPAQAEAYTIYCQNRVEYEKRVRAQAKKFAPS
GalR3 antagonist: blocks the human galanin receptor 3; O60755; HEK293 GalR3-CNG cAMP membrane potential fluorescence; galR3 body fused to GalR1 C-terminus; inhibition, % at 3 µM; 0.44% of 360,000 active; AID 651719;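 active means inhibition above the screen-wide average plus 3 SD, cut at about 13% in these data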;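 further: forskolin and galanin both at EC90 stimulate the cells; cAMP rise reported by CNG channel membrane potential dye signal; 0% = forskolin plus galanin with DMSO and 100% = forskolin alone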
Target sequence (O60755 1-299 limits assumed): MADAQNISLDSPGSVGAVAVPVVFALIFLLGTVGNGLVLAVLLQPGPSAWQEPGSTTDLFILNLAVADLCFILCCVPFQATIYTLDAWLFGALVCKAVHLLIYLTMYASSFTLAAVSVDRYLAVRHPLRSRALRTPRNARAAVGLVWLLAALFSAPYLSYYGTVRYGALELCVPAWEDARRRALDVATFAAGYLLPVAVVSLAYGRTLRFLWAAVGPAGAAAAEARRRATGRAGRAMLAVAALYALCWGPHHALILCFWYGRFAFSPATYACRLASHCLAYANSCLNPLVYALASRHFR
CRFBP-R2 block: blocks CRF-induced signaling of the CRF-BP/CRF-R2 complex | HEK293 CRF-R2/CRF-BP, CRF-induced calcium fluorescence | inhibition, % at 11.8 µM | 0.59% of 350,000 active;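 active means inhibition of the ligand-induced calcium signal above about 50% at the single tested concentration, limit read from the data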
FID counter: displaces DNA intercalator in HCV helicase counter-screen | 0.17% of 290,000 active | DNA fluorescent intercalator displacement, fluorescence | inhibition, % at 7.9 µM | AID 1845; in the data active means inhibition above about 37%;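 further: 0% = vehicle and 100% = reference compound; higher means more ethidium bromide displaced from hairpin DNA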
CRFBP-R2 agonist: CRF-BP/CRF-R2 complex agonism. HEK293 CRF-R2/CRF-BP, calcium dye fluorescence (FLIPR); percent of saturating CRF peptide response. activation, % at 13.2 µM. 0.46% of 350,000 active. AID 588473;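 active means activation of at least 50%, plus an integration ratio under a set limit after plate pattern correction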;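 further: plate controls were neutral control wells without compound for no effect and CRF at EC100 for full effect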
MEKK2 WT-MEK5: raises or lowers MEK5 binding to wildtype human MEKK2 PB1 domain | binding response (% of control), % at 10 µM | bead flow cytometry, Alexa488-MEK5 binding to MEKK2 WT; actives lie on both sides | AID 1531 | 1.1% of 290,000 active; in the data active means binding response below about 67% or above about 130%
Active calls of the source: *; · = not tested or not shown. Not all compounds are listed. The share of hits here may be higher or lower than overall.

SMILES	MEKK3 PB1 HTS	HCV NS3 hel inh	MEKK2mut PB1 HTS	UBC9 SUMO inh	GalR3 antagonist	CRFBP-R2 block	FID counter	CRFBP-R2 agonist	MEKK2 WT-MEK5
CO/N=C/NC(=O)c1c(OC)ccnc1Oc1ccccc1	100	-4	3	-11	-2	-24	-3	-1.6	101
Cc1ccc(N2C(=O)CC3(CCCC3)CC2=O)cc1	100	-1	2	9	3	8	-5	-0.2	101
O=C1NC2(CCCC2)N=C1c1ccc(Cl)cc1	98	-3	-1	1	-8	-24	-3	0.2	98
O=C(NCc1ccc(F)cc1)C(=O)NCC1OCCN1C(=O)c1cccs1 (centres undefined)	127	3	-1	-3	0	-11	-8	0.5	101
COc1ccc(-n2c(Cc3cccn3C)nnc2SCC(=O)Nc2ccc(C)cc2)cc1	81	-6	-8	8	0	-26	-36	1.8	80
CN1C(=O)S/C(=C/c2cccnc2)C1=O	96	-13	-3	4	-4	6	1	-0.4	94
CCCCC(CC(O)COCC(C)C)C(=O)NN (centres undefined)	98	-8	-7	10	-5	-11	-20	-5.0	95
COc1ccc(C2Nc3ccccc3C(=O)N2Cc2ccco2)cc1COc1ccc([N+](=O)[O-])cc1 (centres undefined)	100	1	3	28	-4	9	22	0.5	96
O=[N+]([O-])c1ncn(Cc2ccccc2Cl)n1	104	-9	2	-7	3	12	2	-2.1	105
Cc1ccc(C2C(C#N)=C(N)Oc3cc4c(cc32)OCO4)cc1 (centres undefined)	98	15	6	9	1	-8	-9	0.5	97
CCC(C)(NC(=O)c1cccc(N2C(=O)CSC2c2ccccc2)c1)C(=O)Nc1ccccc1C (centres undefined)	98	0	0	-9	-7	0	-34	0.4	99
CCOC(=O)c1cnc(-n2nc(C)cc2C)nc1NCCO	103	1	-9	19	1	-9	-7	1.8	94
Cc1ccc(NC(=O)C(C)N2C(=O)c3ccccc3C2=O)cc1 (centres undefined)	103	3	4	22	1	15	-1	-1.9	104
CC(C)(C)OC(=O)N1Cc2ccccc2C[C@H]1C(=O)NCC(=O)Nc1ccc2c(c1)OCCO2	98	-7	0	7	-1	-6	-48	-1.1	96
COc1nc(-c2ccc3c(c2)OCO3)n(-c2ccc(NC(=O)CSc3ccccc3)cc2)n1	98	·	1	·	0	-9	·	2.9	97
N#Cc1c(N)n(-c2ccc(C(=O)O)cc2)c2nc3ccccc3nc12	104	7	0	50	5	5	-4	5.7	103
COc1ccc(-c2cc(C(F)(F)F)c(C#N)c(=O)[nH]2)cc1	106	14	18	31	1	4	-10	1.0	107
COc1ccccc1NC(=O)C12CC3CC(C1)CC(c1ccc(C)cc1)(C3)C2	101	0	8	-21	-6	35	-2	6.7	113
COc1ccc(CCNC(=O)CCCn2c(SCC(N)=O)nc3cc4c(cc3c2=O)OCO4)cc1OC	90	1	-11	7	-3	·	1	·	92
CC(C)[C@H](NC(=O)Nc1ccc(S(N)(=O)=O)cc1)C(=O)O	98	0	14	12	-4	13	0	-2.0	99
CC#CC[N+](C)(C)CCCCCCCCCC	100	-25	4	15	-2	5	22	-1.1	104
COc1ccccc1NC(=O)C/C(C)=N/NC(=O)C12CC3CC(CC(C3)C1)C2	104	4	9	-6	-2	-14	-23	-0.2	100
Cc1cc(Cl)ccc1N=C1N=C(N)c2ccccc21	108	-12	2	-4	0	-16	-4	0.7	108
COc1ccc(NC(=O)NS(=O)(=O)c2ccc(C)cc2)c(OC)c1	92	-4	3	18	-4	-3	6	-2.0	96
CC(C)(O)C#Cc1ccc(C(=O)N2CCC(C(N)=O)(N3CCCCC3)CC2)cc1	98	6	-4	-3	1	2	-12	-0.6	98
Continuation.
SMILES	MEKK3 PB1 HTS	HCV NS3 hel inh	MEKK2mut PB1 HTS	UBC9 SUMO inh	GalR3 antagonist	CRFBP-R2 block	FID counter	CRFBP-R2 agonist	MEKK2 WT-MEK5
O=C(CN1CCOCC1)Nc1ccc(OCc2ccccc2)cc1	95	-5	-2	-1	-4	1	-9	0.2	93
CCOc1ccc(NC(=O)CN2C(=O)C(C)SC(C)C2=O)cc1 (centres undefined)	99	9	-4	10	-5	2	-2	-0.6	97
COc1ccc(OCC(O)CNS(=O)(=O)c2ccc(C)cc2)cc1 (centres undefined)	92	5	-21	9	-2	-3	-16	0.5	93
COc1ccc(NC(=O)c2c([N+](=O)[O-])c(C(C)(C)C)nn2C)cc1	93	-3	-11	8	-4	-14	-6	0.9	92
CCOC(=O)c1[nH]c(C)c(C(=O)OCC(=O)NC(=O)NC(C)(C)C)c1C	98	3	1	15	0	-8	-7	1.0	98
O=C(O)C1CCCN1C(=O)c1cccs1 (centres undefined)	97	-7	-2	1	-2	5	3	-1.0	101
Cc1nc(NC(=O)CSC2=NCCS2)sc1C(=O)N(C)C	102	-3	7	26	-1	2	-8	0.2	107
COc1ccc(C(C)=O)cc1COc1nc(C)nc2ccccc12	101	-3	0	-2	-6	10	-4	-0.2	99
O=C(Nc1ccccc1-c1ccccc1)c1cc(C(F)(F)F)cc(C(F)(F)F)c1	97	-3	10	14	-13	-28	0	1.0	110
CC1CCCCN1c1ccc(N)cc1C(N)=O (centres undefined)	103	-3	3	0	-4	1	0	-2.0	101
CCN(CC)C(=O)Cn1cc(S(=O)(=O)CC(=O)N2CCOCC2)c2ccccc21	98	-1	0	9	-3	-1	-8	1.1	98
Cc1cc(C(=O)Nc2cnc3ccccc3c2)ccc1[N+](=O)[O-]	118	1	1	-4	-4	-16	13	-0.5	114
Cc1ccc(S(=O)(=O)N/N=C\c2cn(CC(N)=O)c3ccccc23)cc1C	101	-22	-2	-13	-3	-3	-18	0.3	103
O=C(c1cccs1)N1CCN(Cc2nc3ccccc3c(=O)[nH]2)CC1	112	2	5	-3	1	-9	-7	-0.9	114
O=C(Nc1ncc2c(n1)-c1ccccc1OC2)c1ccc(Cl)cc1Cl	99	6	1	2	-3	8	-1	0.1	97
Cc1ccc(CNC(=O)CNS(=O)(=O)c2ccc3c(c2)C(C)(C)C(=O)N3C)cc1	103	3	2	-3	·	11	-22	-3.7	104
c1ccc2c(COn3nnc4ccccc43)cccc2c1	101	-24	2	-12	-7	20	-9	-5.2	101
COc1cc2c(C(=O)O)c(C)n(CC(C)C)c2c2ccccc12	·	4	·	-9	2	1	-3	-1.4	·
COc1ccc(CCNc2oc(-c3ccccc3OC)nc2C#N)cc1OC	94	-3	3	26	2	16	-28	-3.8	99
COc1ccc(OC(=O)N2CCOCC2)cc1	102	2	5	6	-8	10	-2	-0.1	105
CCCn1c(SCC(=O)NCCc2ccc(OC)c(OC)c2)nc2c1c(=O)n(C)c(=O)n2C	101	3	5	14	-5	20	-18	-2.1	102
Cc1cc(C)n2nc(SCCC(=O)NCc3ccccc3)nc2n1	99	12	0	14	-2	17	-1	0.1	95
CCOc1nc(NC(=O)NS(=O)(=O)Oc2cccc(Cl)c2)nc(-c2ccccc2)n1	87	14	-3	0	-1	0	11	0.3	88
CCc1ccc(/C=N/NC(=O)c2ccc(OC3CCCC3)cc2)s1	96	-2	-1	2	-4	24	-10	0.7	96
COc1cccc(N(CC(=O)NCCSc2ccccn2)S(=O)(=O)c2ccccc2)c1	107	-9	-3	12	-9	-22	-39	-4.9	98
The listing continues:
SMILES	MEKK3 PB1 HTS	HCV NS3 hel inh	MEKK2mut PB1 HTS	UBC9 SUMO inh	GalR3 antagonist	CRFBP-R2 block	FID counter	CRFBP-R2 agonist	MEKK2 WT-MEK5
COc1ccc(CCN(C)C(=O)CNC(=O)Cc2cccc3ccccc23)cc1OC	94	4	-1	16	0	4	-44	0.7	95
CC(=O)c1cccc(NC(=O)/C(=C\c2ccco2)NC(=O)c2ccco2)c1	96	6	0	15	1	5	-13	-1.3	100
COc1ccccc1/C=C\C=N\n1c(C2CCCCC2)n[nH]c1=S	95	-7	-6	3	-5	-22	-31	2.1	86
Cc1ccc(C(=O)N/C(=C/c2ccco2)C(=O)N2CCCCC2)cc1	97	12	-3	5	-9	-8	-32	3.1	95
CCc1ccccc1NC(=O)CN(C)C(=O)COc1ccc(C)nc1[N+](=O)[O-]	80	7	-4	9	-9	1	0	-0.5	88
COc1cccc(NC(=O)CN(C)C(C)C(=O)Nc2cc([N+](=O)[O-])ccc2Cl)c1 (centres undefined)	102	-1	3	-5	-1	7	-11	-1.8	101
COc1ccc(C(CC(=O)NCc2ccco2)c2ccc(F)cc2)cc1 (centres undefined)	101	0	0	-22	2	-3	-13	-1.5	99
COc1cc(C)c(CN2CCCCC2CO)cc1C (centres undefined)	100	-7	0	6	-8	-16	2	4.0	99
Nc1ccc(-c2ncc(-c3ccccc3)o2)cc1	100	4	3	14	-11	-11	-11	1.0	103
COCCNC(=O)Nc1ccc2c(c1)N(C)C(=O)c1ccccc1S2	101	-3	0	-6	0	-11	-9	-0.3	98
Cc1ccc(S(=O)(=O)N2CCN(C(=O)CSc3nc4ccccc4o3)C2)cc1	103	3	5	-11	-1	0	-10	-2.2	103
Cc1cccc(OC(=O)c2ccc3nccnc3c2)c1	102	0	2	2	-1	0	-6	-0.1	102
CN1C(=O)CC(C(=O)Nc2ccccc2F)SC1=Nc1ccc2c(c1)OCO2 (centres undefined)	98	-4	0	11	-4	3	1	-4.2	97
Cc1nc2sc(C(c3ccco3)N3CCN(c4ccccc4F)CC3)c(O)n2n1 (centres undefined)	105	3	-2	26	-2	-8	-25	-1.5	102
CC(=O)N1c2ccc(S(=O)(=O)N3CCC(C(=O)N4CCN(c5cc(Cl)ccc5C)CC4)CC3)cc2CC1C (centres undefined)	99	-15	-2	7	-6	-7	-43	1.8	95
Cc1ccc(C)c(-n2c(CNc3ccc(F)cc3)nnc2SCC(N)=O)c1	95	-2	-4	3	-1	-16	-26	-0.8	97
O=C(c1cn(-c2ccccc2)nc1-c1cccc([N+](=O)[O-])c1)N1CCCCC1	106	6	-1	8	-6	-85	-4	-1.5	101
CCOC(=O)COc1ccc2nsnc2c1	105	1	21	26	5	-11	-3	0.3	108
S=c1c2c(nc3nc[nH]n13)CCC2	80	4	-18	13	-1	3	-7	0.8	76
O=C(O)CNC(=O)c1ccccc1F	107	-2	8	-13	-2	-13	6	2.2	104
C/C(=N\NC(=O)CCCNc1ccccc1)c1ccncc1	101	-4	-6	5	-5	-8	-4	0.4	91
COc1ccccc1CN1CCNC(=O)C1CC(=O)N(C)Cc1ccon1 (centres undefined)	101	6	2	4	1	9	-12	-1.6	103
COc1cc(OC)cc(C(=O)N[C@H](C(=O)Nc2nc3ccccc3[nH]2)C(C)C)c1	96	-9	-9	23	3	5	-11	0.0	93
CCCCNc1ccc(S(N)(=O)=O)cc1[N+](=O)[O-]	105	5	0	8	·	·	-4	·	108
COc1ccc(-c2cnc(OC(C)(C)C)nc2OC(C)(C)C)cc1OC	100	6	1	-7	-5	-6	-2	0.0	99
Cc1ccc(NC(=S)NCc2cccn2C)cc1	108	6	8	6	-1	-4	-2	-0.5	114

Some of the entries so far, as labelled records:
COc1ccc(-c2cc(C(F)(F)F)c(C#N)c(=O)[nH]2)cc1
  MEKK3 PB1 HTS: 106
  HCV NS3 hel inh: 14
  MEKK2mut PB1 HTS: 18
  UBC9 SUMO inh: 31
  GalR3 antagonist: 1
  CRFBP-R2 block: 4
  FID counter: -10
  CRFBP-R2 agonist: 1.0
  MEKK2 WT-MEK5: 107
COc1ccccc1NC(=O)C12CC3CC(C1)CC(c1ccc(C)cc1)(C3)C2
  MEKK3 PB1 HTS: 101
  HCV NS3 hel inh: 0
  MEKK2mut PB1 HTS: 8
  UBC9 SUMO inh: -21
  GalR3 antagonist: -6
  CRFBP-R2 block: 35
  FID counter: -2
  CRFBP-R2 agonist: 6.7
  MEKK2 WT-MEK5: 113
